Compound activity (PubChem BioAssay)
Yeast superoxide – reduction of superoxide in aged yeast, primary screen, HTS | hit rate 0.18% among 330,000 | S. cerevisiae aged cells, superoxide DHE fluorescence; stronger effect = lower value | AID 2690, 2010 | superoxide response (% of plate mean), % at 10 µM;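 active = superoxide response under a set limit, about three screen SD below normal, cut at about 65% in these data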;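 also: yeast aged for seven days with compound at 30 °C before DHE staining; 100% = average MFI of all compound-treated wells on the plate with controls excluded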
Efflux pump inh – inhibitors of Candida efflux pumps in yeast, primary screen, S. cerevisiae, Nile Red, multiplex; S. cerevisiae Candida pump triplex; inhibition, % at 10 µM; hit rate 0.44% among 330,000; AID 485275, 2010;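 active = plate passing quality check with inhibition over a set limit, or well fluorescence over plate mean plus 4 SD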;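 also: Nile Red retained in pooled yeast measured as flow cytometry median fluorescence; 0% = buffer negative control and 100% = Enniatin B positive control; higher means more Nile Red kept so more efflux inhibition; some compounds called inactive have numbers as strong as hits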
ZTA counter – blocks Epstein-Barr virus ZTA, an EBNA-1 counter-screen; P03206; hit rate 0.15% among 320,000; inhibition, % at 11 µM; ZTA-DNA binding, fluorescence polarization; in the data active = inhibition above about 33%
Target sequence (P03206 whole entry, looked up): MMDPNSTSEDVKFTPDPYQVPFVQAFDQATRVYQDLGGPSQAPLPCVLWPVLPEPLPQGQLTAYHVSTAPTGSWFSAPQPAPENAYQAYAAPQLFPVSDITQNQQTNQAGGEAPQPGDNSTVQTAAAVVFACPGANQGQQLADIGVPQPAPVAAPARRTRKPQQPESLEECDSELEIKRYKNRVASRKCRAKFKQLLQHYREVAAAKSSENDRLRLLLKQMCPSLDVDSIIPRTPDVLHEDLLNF
GLD-1 TGE inh – GLD-1/TGE RNA complex disruptors, primary screen, biochemical, fluorescence polarization; Female germline-specific tumor suppressor gld-1 (Caenorhabditis elegans), Q17339; purified GLD-1 + fluorescein TGE RNA; inhibition, % at 5.96 µM; hit rate 0.44% among 320,000;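 active = percent inhibition above a per-plate cutoff, the plate mean of test compounds plus 3 SD, cut at about 30% in these data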;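 also: 0% = DMSO wells with GLD-1 and probe and 100% = wells lacking GLD-1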
Fam108B counter – mouse Fam108B serine hydrolase inhibitors, primary screen, counter-screen for RBBP9 inhibitor project, biochemical, fluorescence polarization; recombinant Fam108B, FP-Rh probe fluorescence polarization; inhibition, % at 9.51 µM; hit rate 0.33% among 300,000;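 active = inhibition above the screen mean inhibition plus 3 SD, computed separately per campaign, cut at about 18% in these data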;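 also: inhibitors lower polarization as less probe binds the enzyme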
MEX-5 binding – MEX-5 zinc finger RNA-binding disruptors – biochemical, C. elegans, fluorescence polarization, MLPCN library, primary screen | hit rate 0.38% among 300,000 | MEX-5/FITC-TCR2 RNA binding; stronger effect = lower value | Zinc finger protein mex-5 (Caenorhabditis elegans), Q9XUB2 | activity score (negative = inhibition of binding), % at 10 µM;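 active = inhibition past about -25% in most replicates, and total fluorescence under double the plate's negative control median, limit read from the data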;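 also: 0% = DMSO and -100% = 5 µM competing unlabeled TCR2 RNA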
EBNA-1 inh – EBNA-1 DNA-binding inhibitors, primary screen, biochemical, fluorescence polarization | inhibition, % at 14.8 µM | hit rate 0.34% among 300,000 | AID 1950, 2009; in the data active = inhibition above about 28%
MCL1-BIM inh – inhibitors of MCL1 binding to BIM-BH3, primary screen, biochemical, fluorescence polarization; hit rate 0.68% among 320,000; GST-MCL1 / FITC-Bim-BH3 fluorescence polarization; AID 2057, 2009; Induced myeloid leukemia cell differentiation protein Mcl-1 (Homo sapiens), Q07820; inhibition, % at 10.9 µM;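 active = inhibition above the mean inhibition of all tested compounds plus 3 SD, set per campaign, cut at about 40% in these data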;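 also: 0% = DMSO wells and 100% = unlabeled Bim-BH3 peptide control; higher means more loss of mP so more displacement of Bim peptide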
Target sequence (Q07820 whole entry, looked up): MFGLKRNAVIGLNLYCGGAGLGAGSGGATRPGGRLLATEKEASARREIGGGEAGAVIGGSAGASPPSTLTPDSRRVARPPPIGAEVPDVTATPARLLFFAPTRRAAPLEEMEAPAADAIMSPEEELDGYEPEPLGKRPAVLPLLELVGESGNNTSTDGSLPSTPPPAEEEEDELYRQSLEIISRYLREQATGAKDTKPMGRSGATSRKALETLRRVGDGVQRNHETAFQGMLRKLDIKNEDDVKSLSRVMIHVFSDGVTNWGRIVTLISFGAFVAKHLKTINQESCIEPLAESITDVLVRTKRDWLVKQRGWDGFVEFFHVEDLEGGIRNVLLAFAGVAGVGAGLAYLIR
BCLXL inh – inhibitors of human Bcl-xL, primary screen, biochemical, fluorescence polarization, HTS; GST-Bcl-xL / FITC-Bim BH3 peptide fluorescence polarization; inhibition, % at 10.9 µM; hit rate 0.7% among 320,000; AID 2129, 2009;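 active = inhibition above the mean of all tested compounds plus 3 SD, cutoff set per campaign, cut at about 30% in these data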;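 also: 0% = DMSO wells and 100% = unlabeled Bim-BH3 peptide competitor; inhibitors lower millipolarization by displacing the labeled peptide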
Target sequence (Q07817 whole entry, looked up): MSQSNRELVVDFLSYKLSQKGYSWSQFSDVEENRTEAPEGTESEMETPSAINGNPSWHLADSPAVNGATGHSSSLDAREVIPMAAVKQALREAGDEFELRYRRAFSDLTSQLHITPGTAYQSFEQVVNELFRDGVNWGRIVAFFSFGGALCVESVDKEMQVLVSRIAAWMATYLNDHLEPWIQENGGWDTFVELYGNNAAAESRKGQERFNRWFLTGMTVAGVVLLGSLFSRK
Starred values were filed as active, the others as inactive; . = no result given.

SMILES	Yeast superoxide	Efflux pump inh	ZTA counter	GLD-1 TGE inh	Fam108B counter	MEX-5 binding	EBNA-1 inh	MCL1-BIM inh	BCLXL inh
Cc1cc(C)c(C)c(S(=O)(=O)NCC(=O)Nc2ccc(F)cc2)c1C	94.8	0.2	-3.8	1.2	2.7	3.5	-6.7	-7.1	-1.4
O=C(Nc1cccnc1)c1cc(-c2ccc(Cl)cc2)on1	113.3	0.1	5.0	2.9	-3.0	0.2	-4.7	3.8	-2.3
C#CCn1cc(/C=C2\NC(=O)NC2=O)c2ccccc21	102.7	-0.2	-7.5	2.9	-0.8	1.8	11.8	3.2	3.3
CCOCCc1c(O)nc(SC)[nH]c1=O	96.9	0.0	-14.9	-2.9	1.3	0.8	-8.2	3.6	5.6
Cc1nn(-c2ccccc2)c2nc(N)c(C#N)c(-c3ccc(O)c(O)c3)c12	102.0	-0.1	-4.4	-6.3	4.3	-2.8	7.2	1.8	5.9
COc1ccc(Cl)c(S(=O)(=O)N2CCCC2)c1	108.1	-0.1	8.9	1.0	2.2	-0.2	11.9	3.3	3.3
COc1ccc(OCCNS(=O)(=O)c2cccc([N+](=O)[O-])c2)cc1	111.2	-0.1	3.2	-2.5	3.3	-0.2	-3.9	5.8	3.4
COc1ccc(C2CC(=O)C(C=NCCN3CCN(C(=S)Nc4ccccc4)CC3)=C(O)C2)cc1 (configuration not stated)	93.7	-0.3	-14.9	2.5	-1.4	-1.4	-3.8	8.9	6.3
Cc1ccc(NC(=O)C2CCN(S(=O)(=O)c3ccc4c(c3)NC(=O)C(C)S4)CC2)cc1Cl (configuration not stated)	96.1	-0.6	-10.0	-10.8	-48.3	4.7	2.7	-20.6	-10.9
CCCCCn1c(=O)[nH]c2cc(C(=O)NCCCN3CCCCC3CC)ccc2c1=O (configuration not stated)	101.9	0.3	5.3	-0.1	-3.2	0.0	-8.1	7.4	6.7
CCOc1cccc(CN2CCN(Cc3ccc(C)o3)C(CCO)C2)c1O (configuration not stated)	95.1	0.0	-12.0	5.3	-1.2	1.8	-7.2	2.5	5.7
COc1ccc(OC)c(NC(=O)c2ccccc2SC)c1	86.0	-0.2	1.4	-1.2	-0.2	2.0	8.6	-4.7	1.4
Cc1c([N+](=O)[O-])c([N+](=O)[O-])nn1CC(=O)N1CCCCC1	123.5	0.0	-1.0	6.5	2.7	2.7	-4.7	1.0	3.8
COc1ccc(C(=O)NC2CCCCCC2)cc1S(=O)(=O)Nc1ccc(Br)cc1	99.2	-0.1	18.7	7.0	-3.0	.	11.0	5.8	4.5
COC(=O)c1ccccc1NC(=O)c1ccc(COc2ccc(C)c(C)c2)o1	97.2	0.1	15.2	-2.1	-5.9	-2.5	-5.3	5.3	5.1
COc1cccc(CN(Cc2cccnc2)S(=O)(=O)c2ccc(-n3cnnn3)c(C)c2)c1OC	112.4	0.1	-14.0	8.1	1.7	-0.8	-6.8	-12.5	-1.5
CC1=CC(C)(C)C(C(=O)O)C(C(=O)O)C1 (configuration not stated)	109.0	0.0	14.9	6.8	-0.8	0.4	7.9	-3.0	1.8
COc1ccc(C(=O)Nc2cc3c(cc2C#N)OCO3)cc1S(=O)(=O)N1CCN(C)CC1	97.2	-0.2	-4.5	10.0	-0.2	1.5	-4.2	-4.8	-4.6
Cc1cc(C(=O)NCCCn2ccnc2)sc1-c1ccccc1	98.1	1.3	-1.7	-1.7	0.4	5.4	-2.8	-4.0	-5.7
CC(C)[C@H](NC(=O)c1ccccc1)C(=O)OCC(=O)N1CCCc2ccccc21	95.9	0.5	-1.8	-3.9	0.0	-0.7	-4.3	-9.2	2.3
CC(=O)NCCc1ccc(S(=O)(=O)Nc2ccc(NC(=O)c3ccc(F)cc3)cc2)cc1	94.3	-0.1	-2.0	0.3	3.6	-2.9	-0.2	-0.3	6.6
Cc1ccc(CNC(=O)N[C@@H](Cc2ccccc2)C(=O)O)cc1	91.2	-0.2	-22.3	-3.1	2.3	1.7	-14.6	1.8	0.2
COc1cc(OC)c(C(=O)Nc2cc(Cl)ccc2-n2cncn2)cc1OC	111.7	0.1	-3.9	-9.5	-5.4	0.2	-8.2	-6.3	-7.9
O=C(COC(=O)c1ccc(Br)o1)Nc1nc2c(F)c(F)c(F)cc2s1	97.1	-0.1	12.2	-14.1	-22.7	1.9	1.6	-22.2	-16.4
Fc1cccc(-c2oncc2-c2nnnn2-c2ccc(Cl)cc2)c1	104.0	0.0	0.4	0.4	2.5	3.3	-1.6	7.4	3.6
Nc1c(-c2ccccc2)nc(Cl)nc1-c1ccccc1	105.7	0.4	5.7	-7.0	-1.2	1.7	-5.2	1.0	2.0
Cc1ccc(CN2CC(C(=O)NC(c3nc4ccccc4[nH]3)C(C)C)CC2=O)cc1 (configuration not stated)	85.8	0.1	4.7	3.0	.	.	.	-1.3	-3.6
Cc1onc(-c2c(Cl)cccc2Cl)c1C(=O)N1CCCCC1	99.0	0.0	-2.2	1.1	4.8	-1.0	7.5	3.3	3.7
CCOC(=O)Cc1csc(NC(=O)Cc2ccc(Br)cc2)n1	114.9	0.0	15.9	3.3	-1.1	0.1	-7.5	1.1	1.0
Cc1ccc(OCCSc2nnc(-c3ccncc3)n2C)cc1	94.9	0.0	-28.4	4.4	-3.0	1.9	6.4	-3.3	-0.2
O=C(O)c1ccc(NCc2cccnc2)c([N+](=O)[O-])c1	93.2	0.0	9.8	2.5	2.3	1.3	-0.8	-0.5	4.1
CC1(C)CC(=O)C=C(NCc2cccc(C(F)(F)F)c2)C1	115.7	-0.1	-3.6	-1.6	0.3	0.5	1.0	-11.1	-5.3
CCc1cc2c3c(c(=O)oc2cc1OCC(=O)OC)CCCC3	103.5	0.0	10.1	-2.9	-2.8	-2.6	5.3	6.2	-3.1
Cc1nnnn1CC(=O)Nc1cccc([N+](=O)[O-])c1	109.0	0.2	9.9	3.7	-5.3	-1.7	-6.2	-6.1	1.9
C/C(=N\Nc1cc(Cl)nc(C)n1)c1ccccc1	100.8	0.2	-10.4	-3.0	6.8	2.6	-3.5	3.0	6.3
COc1cccc(Nc2nc3ccccc3n3nnnc23)c1	113.4	-0.1	-0.9	-2.3	5.6	2.9	-0.2	-4.0	-1.4
CC1=NN(c2ccc(C)cc2)C(=O)/C1=C\c1ccc(Br)s1	96.7	-0.2	26.0	2.0	11.3	2.3	7.3	-0.6	1.7
O=S(=O)(c1cccs1)N1CCN(CCOc2ccc(Cl)cc2)CC1	114.1	-0.1	-1.0	1.6	.	.	.	-13.3	-8.6
CCN1CCN(C(=O)CN(CC)S(=O)(=O)c2ccc3ccccc3c2)CC1	101.5	-0.1	-0.5	2.2	-3.4	1.9	3.0	11.9	2.0
COC(=O)c1cn(C)c2ccc(S(=O)(=O)N3CCCC3)cc2c1=O	86.5	0.2	8.7	-1.2	2.6	0.8	0.8	-8.9	-4.7
CCC(=O)Nc1c2c(nn1-c1ccc(OC)cc1)CSC2	103.6	-0.1	-4.4	-0.6	3.8	1.3	0.7	-0.9	1.2
CC(=O)N1CCOCCOCCN(C(C)=O)CCOCCOCC1	82.5	0.0	2.7	3.0	-0.1	-0.1	-3.9	-0.1	-0.9
Cn1c(=O)[nH]c(=O)c2cc(C(=O)c3cc(F)ccc3O)cnc21	107.4	0.2	7.2	-1.4	-1.4	2.3	-5.5	-7.2	-0.9
Cn1c(CC(=O)Nc2ccc(F)cc2)nnc1SCC(=O)Nc1nncs1	94.9	0.0	8.7	-5.5	-3.6	1.0	-12.2	-1.4	0.6
Cc1cc(SCC(=O)NC2CCCC2)nc2ccccc12	91.1	0.6	6.4	-0.2	0.6	-1.8	12.1	8.5	3.3
O=C(Nc1nnc(CSCc2ccc(F)cc2)s1)c1ccc([N+](=O)[O-])cc1	100.7	0.1	4.6	5.8	-0.5	-6.1	-2.5	8.7	3.8
O=C(N/N=C/C1C(c2ccccc2)C1(Cl)Cl)c1cccc(Cl)c1 (configuration not stated)	97.5	-0.4	7.0	8.2	-4.8	0.0	10.5	3.2	2.9
O=c1cnn(Cc2ccc(Cl)c(Cl)c2)c2ccccc12	112.9	0.0	-6.3	6.4	-2.4	0.7	-11.9	-12.9	-4.4
CC1CCCCC1NC(=O)c1c(O)nc2ccccn2c1=O (configuration not stated)	98.1	0.0	-4.6	0.6	-3.1	-1.1	-4.0	4.1	2.7
Cc1ccc(C(=O)NCCCNC(=O)COc2ccc(Cl)cc2)cn1	86.5	0.1	4.3	0.1	-0.3	-1.1	8.6	1.7	4.5

2 compounds picked at random from those above, as already listed:
SMILES	Yeast superoxide	Efflux pump inh	ZTA counter	GLD-1 TGE inh	Fam108B counter	MEX-5 binding	EBNA-1 inh	MCL1-BIM inh	BCLXL inh
CCC(=O)Nc1c2c(nn1-c1ccc(OC)cc1)CSC2	103.6	-0.1	-4.4	-0.6	3.8	1.3	0.7	-0.9	1.2
CC1CCCCC1NC(=O)c1c(O)nc2ccccn2c1=O (configuration not stated)	98.1	0.0	-4.6	0.6	-3.1	-1.1	-4.0	4.1	2.7

Continued:
SMILES	Yeast superoxide	Efflux pump inh	ZTA counter	GLD-1 TGE inh	Fam108B counter	MEX-5 binding	EBNA-1 inh	MCL1-BIM inh	BCLXL inh
CN1CCN(c2ccccc2NC(=O)c2cc3ccccc3o2)CC1	120.0	0.2	-6.6	-2.0	0.8	1.5	-3.9	0.7	-0.6
CCC(C(=O)NCc1ccccn1)n1c2ccccc2c2nc(=O)cc(C)n21 (configuration not stated)	131.6	0.1	-3.3	-2.4	3.3	42.0	-2.1	1.2	-4.7
CC(Sc1nnc(-c2cccnc2)o1)C(=O)NC1CCCC1 (configuration not stated)	99.0	0.0	-5.1	0.9	.	.	.	-0.2	2.6
COc1ccc(CCn2c(=S)[nH]c3cc(C(=O)NCc4ccco4)ccc3c2=O)cc1OC	86.8	0.0	-8.4	8.1	-14.3	-3.4	-7.3	-2.4	7.1
CCOC(=O)C(Oc1ccc2c(-c3ccccc3)cc(=O)oc2c1)c1ccccc1 (configuration not stated)	98.8	-0.3	0.5	4.6	-4.2	-2.2	-3.5	-2.5	9.5
O=C(CCCNC(=O)/C(=C/c1ccccc1F)NC(=O)c1ccccc1)OCc1ccccc1	112.5	0.1	3.9	4.0	0.7	2.2	-6.7	11.7	5.2
COc1ccc2nc(SCC(=O)Nc3cc(OC)c(OC)cc3C(=O)O)c(C)cc2c1	100.0	0.0	19.3	-4.6	-0.2	0.6	9.6	5.3	12.0
COc1ccc(/C=N/NC(=O)CCc2n[nH]c(=O)[nH]c2=O)cc1OC	118.3	-0.1	0.8	1.9	0.6	-0.5	-10.1	11.6	5.8
COc1cccc(OC)c1C(=O)Nc1ccc2c(c1)N(S(=O)(=O)c1cccs1)CCC2	93.5	-0.3	0.7	-4.8	-1.8	3.5	3.2	-1.5	6.5
CC(C)=CC(O)C/C(C)=C/COc1ccc2ccc(=O)oc2c1 (configuration not stated)	97.7	0.0	11.0	5.0	-0.6	-2.2	6.1	-0.5	3.7
COc1cc(OC)c(C(=O)Oc2ccc3c(c2)OCO3)cc1OC	87.7	0.0	13.3	2.9	2.6	-0.6	1.2	1.8	1.4
O=C(COC(=O)c1cnccn1)Nc1ccc2c(c1)OCO2	97.0	0.1	5.1	-2.4	6.5	0.8	-11.0	-4.3	-0.2
CCN(CC)S(=O)(=O)c1ccc(OC)c(NC(=O)c2cccc(C)c2[N+](=O)[O-])c1	97.9	0.0	0.5	3.7	-0.8	1.3	2.3	8.2	10.3
